PAFAH2 inh: PAFAH2 (human) inhibition; Q99487; recombinant PAFAH2, FP-rhodamine activity probe, fluorescence polarization; inhibition, % at 3.39 µM; 340,000 tested, 0.99% active; AID 492956;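 active means inhibition above the mean over all tested compounds plus 3 SD, cut at about 30% in these data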;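 further: inhibitors block probe labeling of enzyme so polarization drops; 0% = enzyme with DMSO and 100% = wells lacking PAFAH2 protein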
GSTO1 inh: blocks human GSTO1 in RBBP9 counter-screen. P78417. 300,000 tested, 1.1% active. recombinant GSTO1, activity-based probe fluorescence polarization. inhibition, % at 5.96 µM;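 active means inhibition above the campaign mean inhibition plus 3 SD, cut at about 35% in these data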;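 further: 0% = GSTO1-1 with DMSO and 100% = wells lacking GSTO1-1 enzyme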
PREPL inhibitor: human PREPL enzyme inhibition | AID 2751 | Q4J6C6 | recombinant PREPL, fluorescence polarization activity-based probe | inhibition, % at 5.96 µM | 320,000 tested, 0.68% active; in the data active means inhibition above about 43%;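 further: 0% = enzyme with DMSO and 100% = wells lacking enzyme; many of its hits are not listed in these tables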
PAD4 inh: inhibitors of human PAD4. Q9UM07. recombinant PAD4, RCA probe fluorescence polarization. inhibition, % at 6.36 µM. 330,000 tested, 0.41% active. AID 485272;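 active means percent inhibition above a cutoff equal to the mean of all tested compounds plus 3 SD, cut at about 15% in these data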;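 further: 0% = PAD4 with RCA probe and DMSO and 100% = probe without PAD4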
Target sequence (Q9UM07 whole entry, looked up): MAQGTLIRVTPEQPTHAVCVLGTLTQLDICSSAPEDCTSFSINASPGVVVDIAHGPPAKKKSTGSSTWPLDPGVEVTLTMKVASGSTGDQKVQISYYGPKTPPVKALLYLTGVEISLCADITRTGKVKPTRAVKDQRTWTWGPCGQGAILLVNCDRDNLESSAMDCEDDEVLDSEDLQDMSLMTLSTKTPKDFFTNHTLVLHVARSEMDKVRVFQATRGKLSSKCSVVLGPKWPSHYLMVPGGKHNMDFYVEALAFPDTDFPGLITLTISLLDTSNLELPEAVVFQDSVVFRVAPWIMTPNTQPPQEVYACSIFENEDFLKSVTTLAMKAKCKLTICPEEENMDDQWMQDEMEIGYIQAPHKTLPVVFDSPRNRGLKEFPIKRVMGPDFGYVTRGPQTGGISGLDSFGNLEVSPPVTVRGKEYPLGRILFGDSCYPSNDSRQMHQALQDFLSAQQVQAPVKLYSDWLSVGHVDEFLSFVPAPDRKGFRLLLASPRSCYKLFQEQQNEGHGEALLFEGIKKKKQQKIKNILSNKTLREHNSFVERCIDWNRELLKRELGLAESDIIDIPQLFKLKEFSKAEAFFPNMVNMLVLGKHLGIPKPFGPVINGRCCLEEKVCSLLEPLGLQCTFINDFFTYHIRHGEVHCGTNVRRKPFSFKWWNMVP
PAFAH1B2 FP inh: inhibitors of human PAFAH1B2. AID 492953. inhibition, % at 3.39 µM. recombinant PAFAH1B2, FP-rhodamine activity probe, fluorescence polarization. 340,000 tested, 1.2% active;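 active means inhibition above the mean of all tested compounds plus 3 SD, cut at about 24% in these data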;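 further: 0% = enzyme with DMSO and 100% = wells lacking PAFAH1B2; many of its hits are not listed in these tables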
pPAFAH FP inh: inhibitors of human plasma PAF acetylhydrolase (pPAFAH). Q13093. recombinant pPAFAH, FP-rhodamine probe fluorescence polarization. inhibition, % at 3.39 µM. 330,000 tested, 1.5% active;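 active means inhibition above the mean inhibition across the screen plus 3 SD, cut at about 25% in these data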;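 further: inhibitors block binding of the rhodamine activity-based probe so polarization drops; 0% = enzyme with DMSO and 100% = wells lacking pPAFAH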
LYPLA2 inh: LYPLA2 (human) inhibition in PME1 counter-screen; recombinant LYPLA2, FP-Rh probe fluorescence polarization; inhibition, % at 5.9 µM; 320,000 tested, 0.38% active; O95372;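 active means inhibition above the screen-wide mean plus 3 SD, limit set per campaign, cut at about 26% in these data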;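 further: 0% = LYPLA2 with DMSO and 100% = wells lacking LYPLA2 enzyme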
PAFAH1B3 inh: blocks human PAF acetylhydrolase 1B catalytic subunit 3 | recombinant PAFAH1B3, FP-rhodamine probe, fluorescence polarization | inhibition, % at 3.39 µM | 340,000 tested, 0.28% active | AID 492972;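 active means inhibition above the screen-wide average of all tested compounds plus 3 SD, cut at about 25% in these data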;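 further: 0% = enzyme with DMSO only and 100% = wells lacking PAFAH1B3 protein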
Target sequence (Q15102 whole entry, looked up): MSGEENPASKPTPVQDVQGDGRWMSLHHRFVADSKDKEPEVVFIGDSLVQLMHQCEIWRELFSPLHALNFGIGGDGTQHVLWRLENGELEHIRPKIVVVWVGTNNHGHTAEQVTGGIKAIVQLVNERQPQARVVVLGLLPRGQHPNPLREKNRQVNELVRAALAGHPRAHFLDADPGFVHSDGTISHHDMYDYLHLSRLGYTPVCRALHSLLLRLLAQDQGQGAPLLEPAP
LYPLA1 counter: blocks human lysophospholipase 1, a PME1 counter-screen; O75608; recombinant LYPLA1, FP-Rh probe fluorescence polarization; inhibition, % at 5.9 µM; 320,000 tested, 0.16% active; AID 2174;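 active means inhibition above the mean of all tested compounds plus 3 SD, set per campaign, cut at about 14% in these data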;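 further: inhibitors block serine hydrolase probe labeling of LYPLA1 so polarization falls; 0% = enzyme with DMSO and 100% = wells lacking LYPLA1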
* marks the source's active call; other numbers are inactive results; . = no result given.

SMILES	PAFAH2 inh	GSTO1 inh	PREPL inhibitor	PAD4 inh	PAFAH1B2 FP inh	pPAFAH FP inh	LYPLA2 inh	PAFAH1B3 inh	LYPLA1 counter
NC(=O)COc1ccc(C(=O)/C=C2/C(=O)Nc3ccccc32)cc1	2	-3	4	1	6	6	7	0	0
CCOc1ccc2nc3c(cc2c1)CN(CCCO)C(=NCCOC)S3	7	-8	7	-3	-2	4	-1	5	-1
CC(=O)c1ccc(NC(=O)CC23CC4CC(C2)CC(n2nnc(C)n2)(C4)C3)cc1	12	4	-5	-3	7	0	0	10	1
O=C(NC1CCN(Cc2ccccc2)CC1)c1c(F)cccc1F	3	4	12	1	5	-1	8	-3	3
COc1ccc(NC(=O)C2=C(C)NC(=S)NC2c2ccc(O)c(OC)c2)cc1 (centres undefined)	5	-1	-1	-3	5	2	1	0	1
O=C(Cn1ncc2c1-c1ccccc1OC2)Nc1cccc(Cl)c1	-2	8	-5	-1	0	-14	-6	-5	-4
O=C(NCc1ccco1)C(=O)N1CCCC1	-5	10	0	3	5	0	0	2	0
O=C(NCc1n[nH]c(=S)n1-c1ccc(Br)cc1)c1ccc(S(=O)(=O)N2CCCC2)cc1	1	5	5	3	12	-3	6	-1	4
Cc1ccc2c(C)c(C(=O)Nc3c(C)n(C)n(-c4ccccc4)c3=O)oc2c1	0	0	2	4	1	3	1	13	2
O=C(NCCc1ccccc1)C1CCN(S(=O)(=O)c2cccs2)CC1	3	5	-1	-4	4	0	2	2	5
C=CCN1C(c2ccccc2)=CS/C1=C(/C#N)c1nnc(N2CCOCC2)n1-c1ccccc1	0	-1	7	2	-1	3	3	3	1
CCC1CCCCN1C(=O)c1sc2ncnc(N(CC)CC)c2c1C (centres undefined)	6	5	1	-4	-2	10	4	2	3
COc1ccc(/C=N/OCC(=O)N=Nc2c(O)[nH]c3ccc(Br)cc23)cc1	6	-1	2	0	0	10	2	3	-4
Cc1nc2ncnn2c(C)c1Cc1cccc(C(F)(F)F)c1	-8	2	-4	0	-5	1	1	0	0
COc1ccccc1C(=O)NC(C)C(c1cccs1)N1CCOCC1 (centres undefined)	5	-3	-1	0	0	0	-4	9	-3
O=C(Nc1ccc(S(=O)(=O)N2CCCC2)cc1)c1ccc(Cl)nc1	4	-3	-8	2	5	2	7	9	1
CCSC(=O)NC12CC3CC(CC(C3)C1)C2	3	0	-3	2	17	3	4	1	-2
CSc1nc(-c2ccco2)nn1C(=O)Cc1ccccc1	11	0	5	0	3	5	1	2	0
CC(=O)Nc1ccc(NC(=O)COC(=O)c2n[nH]c3ccccc23)cc1	-1	9	-3	1	-2	-1	4	5	2
CCOc1ccc(C2CC(c3ccc(OC)c(OC)c3)n3nc(N)nc3N2)cc1 (centres undefined)	2	-2	41	-4	9	-4	-4	4	3
COc1cc(/C=N/Nc2nc3ccccc3[nH]c2=O)ccc1O	10	8	16	1	1	1	-5	-3	-2
CCCC(=O)Nc1ccc(NC(=O)c2cccc(OC)c2)cn1	-3	5	14	3	4	1	3	18	-1
CCc1nnc(NS(=O)(=O)c2ccc(N/C=C\C(=O)c3ccc(C)cc3)cc2)s1	5	9	6	-7	9	-30	4	6	0
Cc1cc(NC(=O)CCC(=O)N(Cc2ccco2)C(C(=O)NC2CCCCC2)c2ccccc2)no1 (centres undefined)	-1	7	-14	-1	-1	3	6	14	3
COCCSc1nc2c(c(=O)[nH]c(=O)n2C)n1CCCc1ccccc1	0	2	8	0	3	0	-7	-5	1
CC(C)(C)OC(=O)N1CCC[C@H]1c1nnc(SC/C=C/c2ccccc2)o1	6	5	29	-1	12	4	5	8	-2
COc1cccc2sc(N(CCCN(C)C)C(=O)COc3ccc(Cl)cc3)nc12	3	6	-46	-8	6	6	4	4	3
O=C(Nc1nccs1)c1ccc(COc2c(F)c(F)cc(F)c2F)o1	4	.	-31	0	5	3	2	9	0
O=C(Nc1ccc2oc(=O)ccc2c1)c1cccnc1	-4	4	-3	2	-2	1	5	5	4
N#Cc1ccc(C(=O)OCC(=O)NC2CCCC2)cc1	0	0	2	-3	5	3	4	-1	-2
CCOP(=O)(OCC)c1nc(-c2cccc3ccccc23)oc1NCc1ccc(OC)cc1	6	-3	5	4	7	7	6	10	6
N#Cc1c2n(c3c(=O)n(CC(=O)c4ccc([N+](=O)[O-])cc4)cnc13)CCCCC2	6	-4	21	-3	7	1	6	7	1
COc1ccc(S(=O)(=O)N2CCC(C(=O)Oc3ccc(C)cc3)CC2)cc1OC	0	4	25	-2	-1	2	-1	-2	1
CCC(=O)Nc1cccc(C2=NOC3(C2)C[C@@H](C(N)=O)N(C(=O)CC)C3)c1 (some centres undefined)	3	-3	-10	4	-2	-3	1	15	1
CCOC(=O)N1CCN(S(=O)(=O)c2ccc(C(=O)Nc3nnc(CSC)o3)cc2)CC1	-11	13	-5	1	2	-1	-2	-1	-5
O=C(c1cc2cc(Cl)ccc2[nH]1)N1CCCCC1	4	5	7	0	-2	19	3	14	-2
O=C(c1ccc(F)cc1)N1C2CCC1CC(O)(c1ccc(F)cc1)C2 (centres undefined)	9	2	-1	1	1	5	-1	2	-1
COc1cc(C(=O)NS(=O)(=O)c2ccccc2C)ccc1Cc1cn(C)c2ccc(NC(=O)OC3CCCC3)cc12	.	-20	-25	-39	.	24	-53	.	-46
COc1cc2oc(=O)cc(C)c2c(OC)c1OC	2	4	-1	4	3	-2	3	-6	-1
CC(=O)c1cccc(S(=O)(=O)N2CCC(C(=O)N(C)Cc3ccc(Cl)s3)CC2)c1	6	.	3	2	3	2	-3	-1	-2
COC(=O)c1c(NC(C)=O)sc2c1CCN(Cc1ccccc1)C2	3	2	16	1	-3	1	0	-6	-1
CC(=O)NCCc1nc2cc(NC(=O)COc3ccc(C)cc3)ccc2n1C	-7	2	10	2	0	-2	-1	7	-2
CCOc1ccc(NCC(=O)N/N=C/C=C/c2ccccc2)cc1	3	1	26	-1	1	7	-6	5	-4
Cc1cc(C)n2nc(SCC(=O)NC3CCCC(C)C3C)nc2n1 (centres undefined)	4	6	19	4	8	-4	1	-3	0
O=C1C2CCCN2C(=O)N1CCN1CCN(CCO)CC1 (centres undefined)	-4	-2	-2	-2	2	2	3	7	0
Cc1sc2ncnc(N3CCC(C(=O)Oc4cccc(Cl)c4Cl)CC3)c2c1C	-1	-1	8	0	1	6	3	4	3
O=C(CSc1cn(CCNC(=O)c2ccccc2F)c2ccccc12)NCC1CCCO1 (centres undefined)	4	0	-2	-4	4	2	3	-6	5
Cc1cc(NC(=O)/C=C/C(=O)N(CC(=O)NC2CCCC2)c2cccc3ccccc23)no1	-5	-34	5	0	1	5	0	2	1
COc1ccc(C2=NOC3(CC(=O)N(c4ccc(F)cc4)C3=O)C2)c(OC)c1 (centres undefined)	-6	-3	1	-9	1	7	-3	-3	-7
CCc1cc2cc(C(=O)N3CCN(Cc4ccccc4)CC3)sc2s1	4	8	-1	-3	1	15	4	4	3
Cc1ccc(S(=O)(=O)Nc2ccc(C(=O)OCC(=O)N(CCC#N)c3ccccc3)cc2)cc1C	-3	-9	-5	-6	6	2	-1	6	-2
Cc1nn2c(NCc3cccnc3)c3c(nc2c1-c1ccccc1)CCC3	2	2	4	-2	7	3	2	7	3
COc1cc(/C=C/c2ccc3c([N+](=O)[O-])cccc3n2)ccc1OCC(=O)O	6	-5	7	-2	-3	20	9	4	10
Cc1cccc(C)c1NC(=O)CN(C)C(=O)C1CC1C (centres undefined)	2	.	10	5	4	2	-2	4	-1
Oc1ccccc1/C=N/NC1=NCCCCC1	0	10	10	-2	4	-1	-3	9	-3
CC(=O)c1ccc(NC(=O)N[C@@H](Cc2ccccc2)C(=O)O)cc1	-2	-7	6	0	-1	3	-5	-6	2
COc1cccc2c(SCC(=O)N/N=C/c3ccc(O)c(O)c3)cc(C)nc12	.	62*	7	1	.	16	-6	.	-7
COc1cccc(C2C(C#N)=C(N)OC3=C2C(=O)CCC3)c1OC(=O)c1ccco1 (centres undefined)	0	8	10	-4	3	0	-2	-2	3
COc1ccccc1/C=C(\C#N)C(=O)c1cccn1C	-1	1	8	1	4	-1	5	3	-2
S=c1[nH]c2cnccc2n1Cc1ccccc1	-8	2	23	2	3	4	13	10	-2

Carrying on:
SMILES	PAFAH2 inh	GSTO1 inh	PREPL inhibitor	PAD4 inh	PAFAH1B2 FP inh	pPAFAH FP inh	LYPLA2 inh	PAFAH1B3 inh	LYPLA1 counter
Fc1ccccc1CN1CCCC(NC2CCC2)C1 (centres undefined)	-3	-3	-3	-4	-1	4	-2	9	1
COc1ccccc1CN1CC(C(=O)N(C)CCOc2ccccc2)CCC1=O (centres undefined)	0	-1	17	-8	1	1	-6	2	0
NC(=O)c1cccc(CS(=O)(=O)c2ccc(Cl)cc2)c1	-3	1	-2	1	9	3	3	7	2
CCn1nc(C(=O)NNC(=O)COc2ccccc2C)c2ccccc2c1=O	-7	0	3	-3	1	-2	-4	3	-4
O=S(=O)(c1ccc(S(=O)(=O)N2CCC3(CC2)OCCO3)cc1)N1CCCC1	1	7	9	-2	5	2	7	2	-1
COc1ccc(C(=O)n2cnc3ccccc32)cc1[N+](=O)[O-]	-4	4	2	0	5	5	7	5	-2
O=C(NC1CCCC1)C(c1ccncc1)N(C(=O)Cc1cccs1)c1cccc(F)c1 (centres undefined)	1	-1	5	1	7	3	2	3	2
O=C(NCC1CCCO1)c1ccc(F)c2ccccc12 (centres undefined)	2	0	10	-5	6	-4	2	1	1
O=C(NCc1ccc2c(c1)OCO2)c1ccccn1	-5	5	15	-4	-2	0	3	7	0
COC(=O)CSc1ncc(OC)c(OC)n1	-1	8	8	-8	4	2	-2	6	1
Nc1nc(N2CCOCC2)nc(N(c2ccccc2)c2ccccc2)n1	1	3	10	2	8	-3	5	-5	0
CCc1ccc2[nH]c(=O)c(C(c3nnnn3CCOC)N3CCN(c4ccccc4F)CC3)cc2c1 (centres undefined)	2	-1	8	6	1	-1	6	2	4
c1cncc(CSc2ccc(-c3cccnc3)nn2)c1	-5	8	0	-2	4	1	4	0	0
CCS(CC)=NS(=O)(=O)c1ccc(NC(C)=O)cc1	2	1	3	0	0	5	-3	-4	-1
C/C(=N/NC(=O)C1CC1(c1ccccc1)c1ccccc1)c1cccs1 (centres undefined)	6	-1	7	-4	-7	-3	2	2	-1

Record cards, as listed above:
Cc1ccc2c(C)c(C(=O)Nc3c(C)n(C)n(-c4ccccc4)c3=O)oc2c1 reads PAFAH2 inh = 0; GSTO1 inh = 0; PREPL inhibitor = 2; PAD4 inh = 4; PAFAH1B2 FP inh = 1; pPAFAH FP inh = 3; LYPLA2 inh = 1; PAFAH1B3 inh = 13; LYPLA1 counter = 2
O=C(c1ccc(F)cc1)N1C2CCC1CC(O)(c1ccc(F)cc1)C2 (centres undefined) reads PAFAH2 inh = 9; GSTO1 inh = 2; PREPL inhibitor = -1; PAD4 inh = 1; PAFAH1B2 FP inh = 1; pPAFAH FP inh = 5; LYPLA2 inh = -1; PAFAH1B3 inh = 2; LYPLA1 counter = -1

(next part)
SMILES	PAFAH2 inh	GSTO1 inh	PREPL inhibitor	PAD4 inh	PAFAH1B2 FP inh	pPAFAH FP inh	LYPLA2 inh	PAFAH1B3 inh	LYPLA1 counter
CC(=O)N1CCN(c2ccc(Nc3ncnc4c3oc3ccccc34)cc2)CC1	-6	3	15	-4	0	69*	4	5	2
COc1ccc(CCNc2nc3ccccc3n3cnnc23)cc1OC	3	3	21	-3	-4	-3	-4	-3	2
COCCn1nnnc1SCC(=O)N1CCCCC1	-3	-3	6	9	6	-2	2	6	-1
CCOC(=O)c1cnc(SCc2cccc3ccccc23)nc1N	-4	-4	15	2	2	-1	-4	-2	-8

An excerpt; count on the stated rates, not on these rows.
